Compound activity as filed in PubChem BioAssay.
S1P2 blocker: S1P2 (human) receptor antagonism | O95136 | cell-based S1P2 antagonist assay, inhibition at 5 uM | inhibition, % at 5 µM | actives 0.21% (n = 97,000) | AID 736; in the data active = inhibition above about 45%;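 note: CRE beta-lactamase reporter cells expressing human S1P2 stimulated with S1P; 0% = agonist at EC80 alone and 100% = agonist plus reference antagonist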
Target sequence (O95136 whole entry, looked up): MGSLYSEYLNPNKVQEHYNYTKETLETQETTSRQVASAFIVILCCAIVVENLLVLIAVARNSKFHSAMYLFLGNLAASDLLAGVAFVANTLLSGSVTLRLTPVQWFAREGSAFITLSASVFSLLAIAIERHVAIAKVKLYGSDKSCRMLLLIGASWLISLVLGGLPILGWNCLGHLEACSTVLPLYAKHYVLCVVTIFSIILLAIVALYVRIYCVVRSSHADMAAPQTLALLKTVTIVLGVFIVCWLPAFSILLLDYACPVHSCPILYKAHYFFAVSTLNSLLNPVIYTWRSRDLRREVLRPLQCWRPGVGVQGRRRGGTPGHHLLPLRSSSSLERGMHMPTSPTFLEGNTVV
PostGolgi ctrl: inhibits growth of the yeast control strain | efflux-deficient yeast background strain, growth absorbance A615, 16 h | inhibition, % at 10 µM | actives 5% (n = 98,000)
LYP act: activators of human LYP (PTPN22) phosphatase; activation, % at 2 µM; recombinant LYP, DiFMUP fluorescence; 0 = plate median, 100 = signal doubled; AID 697; Q9Y2R2; actives 0.11% (n = 96,000);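 active = activation at 2 µM above a set limit, the mean plus 5 SD, cut at about 37% in these data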
EphB4 ephrin blk: EphB4-ephrin-B2 interaction antagonism | P54760 | EphB4 LBD / TNYL-RAW-Alexa532 peptide, fluorescence polarization | inhibition, % at 7 µM | actives 0.15% (n = 97,000) | AID 720;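 active = inhibition above the screen-wide mean inhibition plus 3 SD, cut at about 15% in these data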;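 note: 0% = DMSO wells and 100% = excess unlabeled TNYL-RAW peptide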
PostGolgi yeast: growth inhibition of a yeast mutant, post-Golgi transport screen; post-Golgi transport phenotypic cell assay; inhibition, % at 10 µM; actives 0.9% (n = 98,000); AID 739;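 note: yeast cells grown in 1536-well plates; yeast grown about 18 h at 30C before absorbance read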
PTPN22 inh 2: inhibitors of human LYP (PTPN22) phosphatase; Q9Y2R2; recombinant LYP catalytic domain, DiFMUP fluorescence; inhibition, % at 2 µM; actives 0.21% (n = 96,000);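 active = inhibition at 2 µM at or above a set limit, the screen mean plus 3 SD, cut at about 24% in these data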;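 note: 0% = DMSO with enzyme and 100% = enzyme fully blocked by orthovanadate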
S1P2 ag: agonists of human S1P2 receptor | S1P2-expressing cell line, agonist reporter read-out | activation, % at 4.5 µM | actives 0.46% (n = 97,000) | AID 729; in the data active = activation above about 16%;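 note: 0% = vehicle low control and 100% = maximal reference agonist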
Rev-RRE block: inhibitors of HIV-1 Rev-RRE RNA interaction. P05866. AID 704. inhibition, % at 8 µM. Rev peptide-RRE RNA binding, FRET. actives 0.79% (n = 97,000);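 active = inhibition above the screen-wide mean plus 3 SD, cut at about 35% in these data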;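 note: 0% = median DMSO wells and 100% = median Neomycin B control wells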
Target sequence (P05866 whole entry, looked up): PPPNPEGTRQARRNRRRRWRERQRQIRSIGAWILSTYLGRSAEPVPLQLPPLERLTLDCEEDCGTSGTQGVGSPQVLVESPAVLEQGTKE
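Test system: Cy5-tagged RRE RNA duplex with fluorescein-tagged Rev peptide | Read-out: % inhibition of FRET ratio versus controls | Probe or stimulus: Labelled Rev peptide | Incubation: 5 min RNA-compound premix plus 15 min binding step, 25 °C | Technique: FRET fluorescence readout | Benchmarks: DMSO low control, neomycin B high control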
FAK blocker: FAK (human) kinase inhibition; inhibition, %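 (tested at 7 µM)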; AID 727; actives 0.84% (n = 97,000); Q05397; biochemical FAK kinase activity assay; in the data active = inhibition above about 19%;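 note: 0% = DMSO and 100% = reference compound high control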
An asterisk follows results filed as active; x = not tested or not shown. Cut-off read from the data, not from the text of the source, unless noted: active = inhibition above about 30%; inactive = the rest.

SMILES	S1P2 blocker	PostGolgi ctrl	LYP act	EphB4 ephrin blk	PostGolgi yeast	PTPN22 inh 2	S1P2 ag	Rev-RRE block	FAK blocker
Cc1nnc(SCc2ccc(Cl)cc2Cl)[nH]c1=O	-13.1	14.8	2.4	-10.1	-5.2	-4.5	-7.3	3.3	-4.2
CC(=O)Nc1nc2c(F)cccc2s1	-9.8	x	-2.9	0.1	x	0.1	-7.7	6.1	1.2
CNC(=S)N/N=C/c1c(C)nn(-c2ccccc2)c1Cl	-19.2	6.8	8.9	2.0	0.6	-12.2	1.1	4.5	0.2
CC(=O)Nc1nc(SCCCc2ccccc2)n[nH]1	12.3	9.4	-9.0	0.1	-3.6	8.4	-3.0	7.3	7.5
Cc1cccc2sc(NC(=O)CN(C)S(=O)(=O)c3ccc(Br)s3)nc12	2.4	69.5*	-2.3	7.8	3.6	5.2	-3.5	17.1	1.1
CC(C)n1c(SCC(=O)N2c3ccccc3Sc3ccccc32)nc2c1c(=O)n(C)c(=O)n2C	-18.8	38.5*	-7.1	3.7	21.1	4.0	0.0	2.9	-1.4
COc1ccc(Cn2nnc(C(=O)Nc3ccc(F)cc3)c2N)cc1	-9.8	9.1	-1.6	6.7	-13.2	0.6	-4.7	4.5	2.1
Cc1cc(NC(=O)COc2ncnc3sc(C)c(C)c23)no1	-7.0	0.9	12.1	-3.9	-8.0	-12.6	-3.7	3.0	-1.7
CC1(C)CC(=O)C=C(Nc2ccc(F)cc2)C1	-3.0	16.5	1.5	-7.4	7.3	-3.3	-3.5	3.4	-0.1
CCc1c(O)nc(SCC(=O)Nc2ccc(C)cc2)n(C2CCCCC2)c1=O	4.8	-1.2	-11.2	1.2	9.8	8.4	-6.1	1.8	-2.0
O=C(Nc1c(F)c(F)c(F)c(F)c1F)NC1CCCCC1	0.2	6.6	-5.4	0.6	0.2	5.8	0.0	3.3	1.9
Cc1cc(S(=O)(=O)N2CCCCCC2)c(Cl)cc1Cl	-4.9	12.1	-3.9	0.9	4.2	5.8	-1.6	16.1	0.1
O=C(NC(=S)Nc1cccc(Cl)c1N1CCCCC1)c1ccco1	3.9	36.9*	-4.6	-3.5	21.6	9.4	2.3	0.6	2.7
Cc1ccc(S(=O)(=O)NC(=O)Nc2nnc(C)s2)cc1	5.5	4.0	-10.7	-4.5	-5.3	12.0	-0.4	6.8	-0.7
CCOC(=O)c1ccccc1NC(=O)CC(C)CC(=O)O (stereo not drawn)	-15.9	7.5	-8.6	-9.1	5.6	7.2	-1.1	1.3	-6.2
COc1ccc(-n2c(=S)[nH]c3cc(C(=O)NCc4ccco4)ccc3c2=O)c(OC)c1	17.7	18.6	-6.2	-1.8	-8.8	7.0	-3.2	10.7	-2.5
CC(C)CNC(=O)c1c2c(nc3ccccc13)-c1ccccc1CC2	12.7	3.0	-5.9	1.3	-2.4	9.5	-6.9	8.3	-0.6
c1ccc(-c2nnc(SCc3nc4ccccc4[nH]3)n2Cc2ccco2)cc1	-25.6	3.6	-3.7	0.7	-4.8	6.9	6.0	8.9	3.9
Cc1cnn(C(=S)NCCc2ccccc2)c1	11.8	-6.6	1.7	0.1	-3.8	-1.5	-1.2	6.3	2.7
COc1ccc(C(C(=O)NC2CCCC2)N(C(=O)c2ccco2)c2ccc(OC)c(OC)c2)cc1 (stereo not drawn)	-3.4	x	1.3	0.3	x	-0.8	-7.3	5.9	-1.9
O=C(CCCNC(=O)/C(=C\c1ccc(F)cc1)NC(=O)c1ccccc1)OCc1ccccc1	2.8	6.2	6.7	-7.7	-0.1	-2.8	-4.5	4.0	1.2
COc1ccc(NC(=O)C2CCN(C(=O)NC3CCCCC3)CC2)c(OC)c1	15.7	2.9	-9.3	0.1	2.0	9.3	-3.9	4.7	-0.7
Cc1c(Cl)cccc1NC(=O)CSc1nnc(CCNC(=O)OC(C)(C)C)o1	2.7	15.1	11.2	4.4	1.9	-12.6	-1.2	2.4	-2.1
COC(=O)c1ccc(NC(=O)C2CCN(S(C)(=O)=O)CC2)cc1	21.2	5.7	-7.2	2.6	0.4	4.9	-3.0	6.8	1.7
NC(=O)c1sc2nc3c(c(-c4ccco4)c2c1N)CCC3	15.7	20.3	8.9	-9.6	3.6	-7.1	-4.9	5.5	34.2*
CCCC(=O)OCCNC(=O)c1cc2ccccc2oc1=O	9.9	0.7	0.9	9.3	19.3	-1.9	-7.7	4.6	6.1
CCOC(=O)C1CCN(C(C(=O)Nc2ccc3c(c2)OCCO3)c2ccccc2)CC1 (stereo not drawn)	-17.4	-5.7	-5.6	-1.1	7.8	4.1	-3.8	7.2	-0.6
Cc1ccccc1N(CC(=O)NC1CCCC1)C(=O)C1(C)CC(=O)N=C2C=CC=CN21 (stereo not drawn)	-18.0	x	-5.5	4.0	x	3.8	2.2	6.1	-3.6
CC(NS(=O)(=O)c1ccc(F)cc1)C(=O)NCc1ccncc1 (stereo not drawn)	7.0	4.3	0.2	-4.9	-4.7	-0.9	-1.8	9.2	-2.6
COc1ccc(C2(C(=O)N3CCOCC3)CCOCC2)cc1OC	24.0	-7.0	-2.5	-2.0	-5.0	0.7	-6.6	10.3	4.3
Cc1cccc(NC(=O)C2CCN(S(=O)(=O)c3cccs3)CC2)n1	-3.1	0.1	-2.3	3.6	-6.5	-1.1	-6.5	9.2	-0.3
COC(=O)CSc1nnc(CNc2nc(-c3ccccc3)cs2)n1C	7.7	x	11.6	0.5	x	-20.2	-2.0	-3.4	-0.8
O=C(CCc1c[nH]c2ccccc12)NC1CC1	-38.9	3.5	4.4	3.9	12.8	-2.4	0.0	2.0	2.4
CC(C)c1ccc(NC(=O)NC2CCCCC2)cc1	-2.9	0.8	-7.9	0.1	-7.9	7.3	-5.9	10.6	-0.9
Cc1cc(C)c2c(N)c(S(=O)(=O)Cc3ccccc3)sc2n1	-17.0	-2.5	0.6	-0.6	-2.8	1.1	1.9	1.0	-0.7
Oc1ccc(-c2[nH]ncc2-c2ccc(Cl)cc2)c(O)c1	-4.7	23.4	-3.2	2.3	-4.3	1.9	-1.0	9.8	2.6
CCC(=O)Nc1nnc(Sc2ccc(N(C)C)cc2)s1	2.2	14.6	-4.7	-1.4	0.6	2.6	-1.7	4.3	20.6*
NC(=S)Nc1cc2ccccc2c2ccccc12	-9.1	-0.3	11.5	-4.1	5.0	-8.8	2.0	3.8	2.5
O=C1CC(c2ccc(Cl)cc2)CC(O)=C1C=NCc1ccc(Cl)c(Cl)c1 (stereo not drawn)	-8.4	8.1	-4.4	-2.2	-7.3	0.3	-1.4	15.5	0.4
Cc1nc2ccccn2c1C(=O)N/N=C/c1cc(C)n(-c2ccc(Cl)cc2)c1C	-10.6	x	-2.9	2.7	x	2.2	0.7	-2.6	3.0
CCOC(=O)Cn1c(=O)c2c(nc(N3CCOCC3)n2C)n(C)c1=O	-8.9	0.3	-6.3	5.0	-3.1	9.0	-7.5	4.7	-1.5
O=C(CCCCCn1c(=S)[nH]c2cc3c(cc2c1=O)OCO3)N1CCN(C2CCCCC2)CC1	7.4	2.9	2.1	-6.4	-7.2	-3.9	-4.8	-1.1	-3.1
Cc1ccc2[nH]c(-c3cccc(N)c3)cc2c1	7.8	5.4	-5.5	-3.4	-11.1	4.1	-1.1	4.2	1.3
CCCCn1c(SCC(=O)NC(C)(C)C)nnc1-c1ccco1	-1.4	6.5	-1.2	3.1	1.0	0.2	-2.1	1.9	0.3
CCOC(=O)N1CCN(C(=O)C2CCN(S(=O)(=O)c3c(C)cc(C)cc3C)CC2)CC1	6.0	10.7	-0.1	0.0	1.0	0.6	-2.4	0.8	-1.1

Entries of single compounds, looked up by structure:
Record of CCC(=O)Nc1nnc(Sc2ccc(N(C)C)cc2)s1 → S1P2 blocker: 2.2; PostGolgi ctrl: 14.6; LYP act: -4.7; EphB4 ephrin blk: -1.4; PostGolgi yeast: 0.6; PTPN22 inh 2: 2.6; S1P2 ag: -1.7; Rev-RRE block: 4.3; FAK blocker: 20.6*
Record of O=C(CCc1c[nH]c2ccccc12)NC1CC1 → S1P2 blocker: -38.9; PostGolgi ctrl: 3.5; LYP act: 4.4; EphB4 ephrin blk: 3.9; PostGolgi yeast: 12.8; PTPN22 inh 2: -2.4; S1P2 ag: 0.0; Rev-RRE block: 2.0; FAK blocker: 2.4
Record of NC(=S)Nc1cc2ccccc2c2ccccc12 → S1P2 blocker: -9.1; PostGolgi ctrl: -0.3; LYP act: 11.5; EphB4 ephrin blk: -4.1; PostGolgi yeast: 5.0; PTPN22 inh 2: -8.8; S1P2 ag: 2.0; Rev-RRE block: 3.8; FAK blocker: 2.5

Other records
SMILES	S1P2 blocker	PostGolgi ctrl	LYP act	EphB4 ephrin blk	PostGolgi yeast	PTPN22 inh 2	S1P2 ag	Rev-RRE block	FAK blocker
O=S(=O)(NCc1cccnc1)c1ccc2c(c1)OCCO2	-2.0	x	-2.9	-4.6	x	3.5	-5.2	5.5	1.6
Cc1cc(C)c2c(=O)c3c(oc2c1)C(=O)N(CCO)C3c1cccc(O)c1 (stereo not drawn)	-9.8	0.3	5.3	-9.4	-4.8	-7.6	-2.1	4.5	0.5
CC1(C)C2CCC1(CS(=O)(=O)N1CCCc3ccccc31)C(=O)C2 (stereo not drawn)	-10.2	13.3	4.2	-2.0	10.9	-5.5	-0.2	9.1	-1.4
COc1ccccc1N1CC(C(=O)OC(C)C(=O)N2CCCc3ccccc32)CC1=O (stereo not drawn)	-8.6	7.9	6.2	-2.1	20.4	-7.4	-6.1	-1.1	1.7
O=C(O)c1cc(-c2ccccc2)on1	-1.0	-10.6	12.0	-2.1	3.3	-9.9	-3.6	2.3	0.7
CC1CCCN(C(=O)c2ccc3nc[nH]c3c2)C1 (stereo not drawn)	1.2	11.7	-6.9	9.1	1.2	7.2	-0.1	5.2	-2.2
CCc1nc(N2CCOCC2)c(C#N)c2c1CCCC2	-22.4	29.8	3.6	1.1	-2.2	-2.2	-6.7	12.3	-1.7
CCCn1nc2cc(C(=O)NCc3ccccc3OC)ccc2c1OCC	2.8	-3.8	1.0	-2.3	6.1	1.6	-9.3	4.3	-1.1
Cc1ccc(-n2nc(C(=O)O)cc2-c2ccccc2)cc1	4.8	0.1	3.1	-3.5	-0.2	-2.1	-0.4	7.2	-6.4
COc1cc(NC(=O)COc2ccc(F)cc2)nc(OC)n1	5.5	10.9	-3.6	2.2	-0.8	3.4	-4.5	4.4	-2.8
Cc1cccc(-n2ncc3c(N4CC(C)CC(C)C4)ncnc32)c1 (stereo not drawn)	-0.3	33.0*	x	-3.1	2.6	x	0.1	11.2	5.4
CC(=O)c1coc2ccc(OCC(=O)O)cc12	-1.3	2.8	11.5	-8.6	-0.6	-15.4	-2.1	7.1	1.2
Cc1cccc(NC(=O)CCN2C(=O)C3C4CCC(C4)C3C2=O)c1C (stereo not drawn)	12.6	-1.0	3.4	-3.1	0.5	-1.2	-5.6	-0.2	-2.0
CCOC(=O)Cn1c(=N)n(Cc2ccccc2F)c2ccccc21	19.6	-7.6	3.4	-4.5	-1.4	-2.9	0.0	-14.2	1.8
N#Cc1c2c(c(-c3ccco3)[nH]c1=O)CCCC2	-8.1	8.1	-6.8	-1.6	8.7	6.1	-0.5	4.2	1.4
Cn1c(=O)c2c(nc(N3CCN(c4ccccn4)CC3)n2Cc2ccccc2Cl)n(C)c1=O	-20.5	33.0*	3.0	-3.1	-1.1	0.6	-4.9	7.8	-1.4
O=C(O)c1ccc(CSCc2c(F)cccc2Cl)o1	18.9	4.4	6.1	4.0	5.8	-8.5	-4.9	9.3	2.1
CCC(Oc1ccc2c(c1)C(=O)CC(C)(C)O2)C(=O)NCCN1CCCCCC1 (stereo not drawn)	-0.3	4.6	-2.8	-2.5	-2.7	0.7	-4.1	3.4	5.2
CC(=O)n1c2c(c3ccccc31)OC(N)=C(C#N)C2c1ccc(C(C)C)cc1 (stereo not drawn)	16.6	33.9*	-3.6	4.0	17.7	7.5	0.4	24.7	-3.6
